Bioassay records deposited in PubChem by NMMLSC.
ABCB1 block: human ABCB1 inhibition, ABCG2 as counter-screen; 0.067% of 190,000 active; AID 1326; CCRF-Adr cells, JC-1 efflux, flow cytometry; P08183; inhibition, % at 6.6 µM; in the data active means inhibition above about 40%;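 further: 0% = vehicle and 100% = reference inhibitor; higher value means more JC-1 retained so stronger ABCB1 efflux block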
RGS4-Gao reg: human RGS4-Galphao interaction regulation; P09471; Multiplexed bead flow cytometry, RGS4-Galphao binding; actives lie on both sides; binding response (% of control), % at 10 µM; 0.33% of 220,000 active; in the data active means binding response below about 49% or above about 150%; inactive means in between;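 further: fluorescent Galphao activated with aluminum fluoride binding bead-coupled RGS4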
Target sequence (P09471 whole entry, looked up): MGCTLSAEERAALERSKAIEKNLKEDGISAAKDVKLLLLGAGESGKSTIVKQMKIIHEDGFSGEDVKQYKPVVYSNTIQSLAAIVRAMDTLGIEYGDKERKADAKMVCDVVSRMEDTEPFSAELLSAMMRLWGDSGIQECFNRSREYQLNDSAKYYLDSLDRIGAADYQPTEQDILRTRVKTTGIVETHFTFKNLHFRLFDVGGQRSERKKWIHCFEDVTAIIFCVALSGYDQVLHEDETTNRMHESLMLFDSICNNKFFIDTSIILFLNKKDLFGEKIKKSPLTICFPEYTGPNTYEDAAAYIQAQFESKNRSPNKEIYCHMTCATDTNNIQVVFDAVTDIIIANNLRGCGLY
Avidin bead fluor: compound fluoresces at 488/530 nm on avidin beads. compound fluorescence 488/530 nm, flow cytometry; hits give high values. fluorescence (KMESF) at 10 µM. 0.38% of 220,000 active. AID 1775; in the data active means fluorescence above about 47; further: inactives centre near 10
Bim-Bcl-W: disrupts Bim peptide binding to human Bcl-W. Q92843. bead-based flow cytometry. inhibition, % at 10 µM. 0.02% of 190,000 active;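 further: 0% = bound tracer without compound and 100% = peptide blocker; higher means less fluorescent Bim peptide bound to Bcl-W beads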
Bim-Bcl-XL: human Bim-Bcl-XL interaction inhibition | Q07817 | Bim peptide-Bcl-XL binding, bead flow cytometry, fluorescence | inhibition, % at 10 µM | 0.04% of 190,000 active
Target sequence (Q07817 whole entry, looked up): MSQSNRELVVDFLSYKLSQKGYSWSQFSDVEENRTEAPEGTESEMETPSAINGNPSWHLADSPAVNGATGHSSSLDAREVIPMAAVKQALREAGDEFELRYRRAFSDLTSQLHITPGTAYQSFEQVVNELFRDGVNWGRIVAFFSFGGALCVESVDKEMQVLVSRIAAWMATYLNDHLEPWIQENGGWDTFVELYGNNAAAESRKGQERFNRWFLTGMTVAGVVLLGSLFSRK
ABCG2 inh: blocks JC-1 efflux by human ABCG2 transporter; inhibition, % at 6.6 µM; 0.1% of 190,000 active; Q9UNQ0; IgMXP3 cells, flow cytometry;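 active means inhibition above 80%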;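 further: 0% = DMSO and 100% = nicardipine control wells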
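Test system: ABCG2 IgMXP3 and barcoded ABCB1 CCRF-Adr cell mix; Schedule: cells with compound and JC-1, 10 min at 25 °C, rotating, no wash; Technique: flow cytometry of retained JC-1 fluorescence; Measure: % inhibition of efflux relative to nicardipine and DMSO; Controls: nicardipine high and DMSO low controls.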
Bim-Bcl-2: inhibitors of Bim-Bcl-2 interaction, human; Bead-based flow cytometry, Bim peptide-Bcl-2 binding; inhibition, % at 10 µM; AID 950; 0.06% of 190,000 active; in the data active means inhibition above about 40%; inconclusive means no clear call, values can overlap the other calls;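 further: 0% = no compound wells with probe peptide and 100% = reference peptide inhibitor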
Target sequence (P10415 whole entry, looked up): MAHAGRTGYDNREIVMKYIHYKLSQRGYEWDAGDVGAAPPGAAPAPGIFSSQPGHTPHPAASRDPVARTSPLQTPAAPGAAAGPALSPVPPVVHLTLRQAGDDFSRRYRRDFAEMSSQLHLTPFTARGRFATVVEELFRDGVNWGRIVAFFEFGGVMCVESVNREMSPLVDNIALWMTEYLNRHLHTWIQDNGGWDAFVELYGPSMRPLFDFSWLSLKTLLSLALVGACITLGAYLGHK
Bim-Bfl-1: human Bim-Bfl-1 interaction inhibition | Bead-based flow cytometry, Bim-Bfl-1 binding inhibition | 0.12% of 190,000 active | AID 1008 | inhibition, % at 10 µM | Q16548;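 further: 0% = wells without compound plus tracer and 100% = blocker peptide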
GSH bead fluor: compound fluoresces at 488/530 nm on GSH beads | GSH beads flow cytometry, compound fluorescence 488/530 nm; hits give high values | fluorescence (KMESF) at 10 µM | 0.25% of 190,000 active | AID 1776; in the data active means fluorescence above about 89;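 further: glutathione beads carrying GST-tagged Bcl family fusion proteins plus one bare bead set; values are compound well signal with DMSO vehicle wells as background; inactives centre near 16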
Bcl-B Bim block: human Bim-Bcl-B interaction inhibition | Q9HD36 | bead-based flow cytometry, Bim peptide-Bcl-B binding | inhibition, % at 10 µM | 0.073% of 190,000 active | AID 951;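 further: 0% = tracer peptide without compound and 100% = reference inhibitor peptide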
Target sequence (Q9HD36 whole entry, looked up): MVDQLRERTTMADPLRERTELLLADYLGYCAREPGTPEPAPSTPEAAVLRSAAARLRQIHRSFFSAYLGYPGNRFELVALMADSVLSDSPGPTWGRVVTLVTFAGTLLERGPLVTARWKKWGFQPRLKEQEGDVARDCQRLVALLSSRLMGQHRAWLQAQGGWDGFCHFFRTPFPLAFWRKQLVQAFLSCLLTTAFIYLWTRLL
RGS7-Gao: regulators of human RGS7-Galphao interaction; Multiplexed bead flow cytometry, RGS7-Galphao binding; actives lie on both sides; binding response (% of control), % at 10 µM; 0.35% of 220,000 active; AID 1439; in the data active means binding response below about 49% or above about 150%; inconclusive means no clear call, values can overlap the other calls; inactive means in between;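 further: fluorescent Galphao held in activated GDP-AlF4 state binding bead-coupled RGS7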
Active calls of the source: *; ? = inconclusive; . = not tested or not shown. Unless noted, no stated cut-off is given here; in the data, active means inhibition above about 40%.

SMILES | ABCB1 block | RGS4-Gao reg | Avidin bead fluor | Bim-Bcl-W | Bim-Bcl-XL | ABCG2 inh | Bim-Bcl-2 | Bim-Bfl-1 | GSH bead fluor | Bcl-B Bim block | RGS7-Gao
O=C(NCc1ccc2c(c1)OCO2)c1ccc2c(c1)C(=O)N(Cc1cccnc1)C2=O | 0.6 | 103 | 12 | 0 | -3 | 4 | -12 | -12 | 7 | -3 | 99
CN(C)S(=O)(=O)c1cccc(NC(=O)COC(=O)COc2ccccc2[N+](=O)[O-])c1 | 0.7 | 101 | 9 | -2 | -3 | 7 | -7 | -6 | 14 | -6 | ?
CN1CCCC(CC2Oc3ccccc3Sc3ccccc32)C1 (stereo unspecified) | 1.6 | 92 | 14 | -5 | -8 | 2 | 0 | -2 | 16 | -7 | 94
CC(=O)c1cccc(NC(=O)C(=O)Nc2cccc3ccccc23)c1 | 0.1 | 100 | 13 | -5 | -8 | 1 | -6 | -11 | 11 | -8 | 102
C=CCn1c(=O)[nH]c2cc(C(=O)N3CCN(c4ccc(C(C)=O)cc4)CC3)ccc2c1=O | 0.1 | 83 | 8 | 4 | -2 | 1 | -5 | -1 | 5 | 0 | 89
COc1ccc(-c2nnc(SCC(=O)N3CCCCC3)o2)c(OC)c1 | 1.8 | 106 | 33 | -1 | -5 | 8 | -9 | -19 | 23 | -8 | 105
O=[N+]([O-])c1cncc([N+](=O)[O-])c1Nc1ccccc1Cl | 1.0 | 99 | 15 | 2 | 0 | 0 | -1 | -3 | 15 | -2 | ?
Cc1nc2c(-c3ccccc3)c(C)nn2c(C)c1CCC(=O)NCc1ccco1 | 0.5 | 103 | 26 | -6 | -8 | 8 | -6 | -5 | 14 | -7 | 100
CCCc1nn(C)c(C(N)=O)c1[N+](=O)[O-] | 1.3 | 95 | 6 | -2 | 0 | 23 | -1 | -5 | 14 | -4 | 94
COc1ccc(C(=O)C[n+]2ccc3c(c2)nnn3-c2ccccc2)cc1 | 1.2 | 105 | 6 | 1 | 1 | 9 | 1 | 16 | 18 | -8 | 105
Cc1ccc(/C=N/NC(=O)CC(=O)NCc2cccnc2)cc1 | -0.4 | 100 | 15 | -2 | -5 | 0 | -10 | -14 | 10 | -6 | 101
CCc1nnc(NC(=O)CSc2nnc(-c3c[nH]c4ccccc34)n2C)s1 | 0.0 | 100 | 32 | -4 | -2 | 0 | -2 | -2 | 23 | -1 | 103

Part of the list above, as tab-separated lines.
SMILES	ABCB1 block	RGS4-Gao reg	Avidin bead fluor	Bim-Bcl-W	Bim-Bcl-XL	ABCG2 inh	Bim-Bcl-2	Bim-Bfl-1	GSH bead fluor	Bcl-B Bim block	RGS7-Gao
CN(C)S(=O)(=O)c1cccc(NC(=O)COC(=O)COc2ccccc2[N+](=O)[O-])c1	0.7	101	9	-2	-3	7	-7	-6	14	-6	?
CN1CCCC(CC2Oc3ccccc3Sc3ccccc32)C1 (stereo unspecified)	1.6	92	14	-5	-8	2	0	-2	16	-7	94
CC(=O)c1cccc(NC(=O)C(=O)Nc2cccc3ccccc23)c1	0.1	100	13	-5	-8	1	-6	-11	11	-8	102

More results follow.
SMILES | ABCB1 block | RGS4-Gao reg | Avidin bead fluor | Bim-Bcl-W | Bim-Bcl-XL | ABCG2 inh | Bim-Bcl-2 | Bim-Bfl-1 | GSH bead fluor | Bcl-B Bim block | RGS7-Gao
O=C(NCc1ccccc1Cl)c1ccc2c(=O)n(CCCN3CCCC3=O)c(=S)[nH]c2c1 | 0.0 | 101 | 8 | -3 | -4 | 0 | -1 | -13 | 9 | -8 | 100
CC(C)N(Cc1nccn1C)C(=O)CC1C(=O)NCCN1Cc1ccccc1C(F)(F)F (stereo unspecified) | -1.0 | 98 | 1 | -2 | -3 | -3 | 0 | -1 | 13 | -2 | 96
O=C(COC(=O)CCc1nc2ccccc2n1-c1ccccc1)Nc1ccc(N2CCCCC2)cc1 | 5.0 | 98 | 12 | -2 | -5 | 11 | -10 | -9 | 14 | -10 | 98
Cc1onc(-c2c(Cl)cccc2Cl)c1C(=O)NCCN1CCOCC1 | 0.8 | 101 | 5 | 0 | -7 | 2 | -5 | -12 | 33 | -4 | 100
CCOC(=O)CN1C(=O)C(O)=C(C(C)=O)C1c1ccccc1 (stereo unspecified) | 0.3 | 101 | 37 | 0 | 0 | 1 | -3 | -1 | 10 | -4 | 98
Clc1cccc(OCc2nc(-c3ccncc3)no2)c1 | 0.1 | 100 | 9 | -1 | 0 | 14 | -1 | -3 | 13 | -4 | 104
N#Cc1c(C(F)(F)F)cc(-c2ccc(Cl)cc2)nc1SCC(=O)O | 0.9 | 105 | 14 | 0 | 1 | 4 | -5 | -9 | 15 | 0 | 106
Cc1cccc(N2C(=O)CC(Sc3nc(-c4ccccc4)c4cc(Cl)ccc4n3)C2=O)c1 (stereo unspecified) | 5.1 | 101 | 22 | 0 | -8 | 20 | -10 | -18 | 24 | -9 | 101
CC(C)c1ccc(OCC(=O)NC2=NCCS2)cc1 | 0.7 | 101 | 8 | 1 | -1 | 6 | 0 | -5 | 21 | -4 | 96
Cc1cc2cc(CN(C(=O)C3CC3)C3CCCC3)c3nnnn3c2cc1C | 3.0 | 103 | 61* | 0 | -5 | 5 | -9 | -11 | 40 | -6 | 137
COc1cc(Cl)c(C)cc1NC(=O)COC(=O)C(NS(=O)(=O)c1ccc(Cl)cc1)C(C)O (stereo unspecified) | 1.0 | 102 | 2 | -2 | -7 | 16 | -5 | -4 | 12 | -7 | 104
Cc1sc2ncnc(NCC3CCCO3)c2c1C (stereo unspecified) | 0.5 | 97 | 10 | -3 | -1 | 4 | 0 | -1 | 9 | 3 | 98
Cc1cc(C)c(C)c(OCC(=O)NCC2CCCO2)c1 (stereo unspecified) | 0.4 | 101 | 8 | -2 | -3 | 4 | -7 | -6 | 60 | -5 | 101
Cc1ccc(-n2c(=O)c3ccccc3n(CC(=O)NCc3ccco3)c2=O)cc1 | 0.8 | 102 | . | -3 | -3 | 4 | -3 | 0 | 67 | -1 | 98
COc1ccccc1NNC(=O)C(O)(c1ccccc1OC)c1ccccc1OC | 0.5 | 103 | 8 | -5 | -4 | 2 | -4 | -1 | 13 | -3 | 101
Cc1ccc(C(=O)N2C3C=CC(C3)C2(C(F)(F)F)C(F)(F)F)cc1 (stereo unspecified) | 0.1 | 96 | 13 | -1 | -1 | 0 | -2 | -4 | 30 | -6 | 97
CCN(CC)S(=O)(=O)c1cc(NC(=O)C(=O)c2c(-c3ccccc3)cc3ccccn23)ccc1C | 1.4 | 103 | 9 | 6 | -9 | 3 | -6 | -9 | 54 | -8 | 101
CCCCCn1c(CCNC(=O)CCC)nc2ccccc21 | 0.0 | 104 | 9 | 1 | -2 | 0 | -1 | -8 | 20 | -2 | 105
CCOc1ccc(/C=N/NC(=S)Nc2c(C)cccc2C)cc1 | 0.3 | 102 | 8 | 0 | -7 | 2 | -6 | -13 | 15 | -6 | 104
Cc1cc(S(=O)(=O)N2CCCC2)ccc1OCC(=O)N1CCC(C(N)=O)CC1 | -0.4 | 101 | 11 | 1 | -1 | 0 | -1 | -4 | 16 | -4 | 103
Fc1ccccc1CSc1nc2ccccc2[nH]1 | 2.2 | 80 | 10 | 5 | 8 | 18 | -4 | -10 | 52 | -6 | 88
CCCc1c(O)nc(SCCN(CC)CC)[nH]c1=O | -1.1 | 107 | 7 | -4 | -14 | -1 | -9 | -15 | 35 | -10 | 99
CCn1c(COc2ccc(=O)n(-c3ccccc3)n2)n[nH]c1=S | 0.1 | 99 | 9 | 0 | 0 | 5 | 0 | -2 | 10 | -7 | ?
CS(=O)(=O)N1CC(C(=O)NN)Oc2ccc(Cl)cc21 (stereo unspecified) | -1.2 | 103 | 11 | -4 | -4 | 5 | -4 | -11 | 32 | -11 | 104
CC1CCN(S(=O)(=O)c2ccc3c(c2)CCN3C(=O)CCC(=O)O)CC1 | -2.7 | 99 | 15 | 0 | 0 | -1 | 0 | -2 | 22 | 0 | 98
COCc1nnc(NC(=O)c2ccc(NC(C)=O)cc2)s1 | 0.2 | 46* | 3 | -3 | -3 | -1 | -3 | 0 | 67 | -5 | 53
COc1ccc(C(=O)c2nc3c(n2O)CCCC3)cc1OC | 0.9 | 99 | 10 | 1 | -1 | 2 | -5 | -12 | 69 | -7 | 99
CC(C(=O)N1CCN(Cc2ccc3c(c2)OCO3)CC1)c1ccc([N+](=O)[O-])cc1 (stereo unspecified) | 1.7 | 97 | 8 | -1 | -1 | 4 | -1 | -6 | 16 | -7 | ?
COC(=O)c1ccc(Cn2c(CN3CCOCC3)nc3ccccc3c2=O)o1 | 0.3 | 94 | 11 | -1 | -2 | -1 | -1 | -6 | 52 | 0 | 91
C=CCSc1nc2c(sc3nc(C)cc(C)c32)c(=O)[nH]1 | 0.1 | 103 | 15 | -1 | 1 | 0 | -1 | 2 | 29 | 1 | 101
Cc1ccc2nc(-c3ccc(NS(=O)(=O)c4ccc(F)cc4)cc3)sc2c1 | -0.9 | 102 | 15 | -1 | -4 | -6 | 0 | 0 | 3 | -2 | 99
CCC(C)NCCOc1ccc(Br)cc1 (stereo unspecified) | -0.4 | 97 | 9 | -1 | -2 | -4 | -5 | -6 | 36 | 0 | 99
O=C(Nc1cccnc1)C1OCCc2ccccc21 (stereo unspecified) | -0.1 | 100 | 16 | -5 | -12 | 42 | -14 | -20 | 35 | -6 | 96
c1ccc(-c2noc(CSc3nnc(Cc4cccs4)n3-c3ccccc3)n2)cc1 | 0.3 | 96 | 18 | 7 | 0 | 1 | 0 | 3 | 13 | 0 | 99
COc1ccc(C2NCCc3cc(OC)c(OC)cc32)cc1OC (stereo unspecified) | 0.2 | 96 | 5 | -2 | -5 | 0 | 16 | -3 | 18 | -10 | 97
COc1ccc(OC)c(S(=O)(=O)N2CCCC(C)C2)c1 (stereo unspecified) | 2.6 | 105 | 8 | . | . | 7 | ? | . | . | . | 103
CCCCNC(=O)Cc1ccc(C)cc1 | 0.5 | 100 | 27 | -6 | -4 | 1 | -9 | -8 | 11 | -12 | 102
COc1cccc(/C=N\NC(=O)C2C(=O)NCC2c2ccccc2)c1O (stereo unspecified) | 0.2 | 95 | 9 | -3 | -2 | 3 | -3 | -3 | 27 | -3 | 92
O=C(c1cccc(S(=O)(=O)N2CCCC2)c1)N1CCN(c2ccccc2F)CC1 | 0.9 | 103 | 47 | -1 | -8 | 2 | -11 | -15 | 36 | -5 | 124
CCOc1ccc(C2CC(c3cccc(OC)c3)Nc3nc(N)nn32)cc1 (stereo unspecified) | 1.0 | 98 | 21 | -7 | -7 | 18 | -10 | -11 | 15 | -10 | 101
O=C(N/C(=C/c1ccco1)C(=O)N1CCCC1)c1cccs1 | 1.2 | 101 | 6 | 5 | 2 | 6 | 3 | 2 | 15 | 3 | 103
O=C(Nc1ccc2oc(-c3cccnc3)nc2c1)c1ccc([N+](=O)[O-])o1 | 0.0 | 96 | 13 | 2 | -1 | 0 | -1 | -6 | 22 | 1 | ?
CCNC(=S)NNC(=O)c1cc(-c2ccc(OCC)cc2)nc2ccccc12 | 0.4 | 98 | 26 | 0 | -3 | 1 | 0 | 2 | 8 | -4 | 100

Avidin bead fluor: what is marked active above
mol | RGS4-Gao reg | Avidin bead fluor | Bim-Bcl-W | Bim-Bcl-XL | ABCG2 inh | Bim-Bcl-2 | Bim-Bfl-1 | GSH bead fluor | Bcl-B Bim block | RGS7-Gao
Cc1cc2cc(CN(C(=O)C3CC3)C3CCCC3)c3nnnn3c2cc1C | 103 | 61* | 0 | -5 | 5 | -9 | -11 | 40 | -6 | 137
